STAT3 inh = inhibitors of IL-6 induced STAT3 signaling; U3A cells, IL-6 STAT3-luciferase reporter, luminescence; host cell line lacks STAT1; 190,000 tested, 0.89% active; inhibition, % at 5.5 µM; AID 862;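 active means inhibition above the mean inhibition across all screened compounds plus 3 SD, cut at about 44% in these data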;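 further: 0% = DMSO only wells and 100% = 100 µM nifuroxazide control wells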
STAT1 blocker = reduces IFN-gamma driven STAT1 reporter signal; NIH 3T3 STAT1-luciferase reporter, luminescence; inhibition, % at 5.5 µM; 200,000 tested, 0.35% active;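 active means inhibition above a set limit, the mean inhibition across all tested compounds plus 3 SD, cut at about 34% in these data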;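 further: 0% = IFN-gamma with DMSO and 100% = IFN-gamma with 300 µM nifuroxazide; values of inactives mirror those of a sister screen read the other way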
ROMK mod = modulators of human ROMK potassium channel | Tet-inducible ROMK, thallium flux fluorescence; actives lie on both sides | 130,000 tested, 2% active | B-score at 10 µM | P48048 | AID 1918;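 active means signal ratio slope over the read window, or its plate-corrected B-score, at least 3 SD from the plate mean, either direction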;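 further: B-score of the F/F0 ratio slope over 7 to 12 s after thallium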
Target sequence (P48048 whole entry, looked up): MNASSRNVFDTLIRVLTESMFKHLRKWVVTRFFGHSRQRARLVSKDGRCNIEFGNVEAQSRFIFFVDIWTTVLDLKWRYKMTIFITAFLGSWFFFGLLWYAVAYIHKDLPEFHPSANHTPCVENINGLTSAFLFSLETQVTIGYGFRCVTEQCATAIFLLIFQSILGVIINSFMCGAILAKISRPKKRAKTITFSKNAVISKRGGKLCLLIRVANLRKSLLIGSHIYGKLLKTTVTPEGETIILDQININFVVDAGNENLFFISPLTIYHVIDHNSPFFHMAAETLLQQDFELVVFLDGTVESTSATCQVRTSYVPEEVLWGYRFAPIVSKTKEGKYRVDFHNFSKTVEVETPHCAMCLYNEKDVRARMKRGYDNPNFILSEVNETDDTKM
PPARg SRC-2 ag = agonists of SRC-2 recruitment by human PPARgamma; P37231; 200,000 tested, 0.34% active; activation, % at 8 µM; AID 1032; PPARgamma LBD-SRC-2 recruitment, biochemical; in the data active means activation above about 22%;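 further: 0% = vehicle and 100% = reference agonist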
Target sequence (P37231 whole entry, looked up, the tested form may be a part): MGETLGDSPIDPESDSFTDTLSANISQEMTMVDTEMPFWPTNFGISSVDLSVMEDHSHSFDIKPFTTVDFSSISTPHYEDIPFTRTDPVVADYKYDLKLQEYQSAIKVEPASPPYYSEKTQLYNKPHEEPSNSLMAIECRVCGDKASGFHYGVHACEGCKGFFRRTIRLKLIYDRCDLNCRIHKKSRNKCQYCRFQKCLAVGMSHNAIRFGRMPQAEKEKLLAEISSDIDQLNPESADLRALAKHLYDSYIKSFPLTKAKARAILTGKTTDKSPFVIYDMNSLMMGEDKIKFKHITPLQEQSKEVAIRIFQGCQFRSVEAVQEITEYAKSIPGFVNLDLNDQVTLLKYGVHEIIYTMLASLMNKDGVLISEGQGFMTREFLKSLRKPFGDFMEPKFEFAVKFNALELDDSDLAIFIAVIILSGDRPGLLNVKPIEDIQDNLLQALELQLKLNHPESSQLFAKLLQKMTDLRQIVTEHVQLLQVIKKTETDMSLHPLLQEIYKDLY
TLR4 MyD88 comp = inhibitors of human TLR4-MyD88 binding | AID 861 | HeLa CL3-4 TLR4/MyD88 BLA complementation, FRET ratio | O00206+Q99836 | 200,000 tested, 0.18% active | inhibition, % at 8.4 µM; in the data active means inhibition above about 25%;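 further: 0% = vehicle and 100% = reference inhibitor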
PPARg SRC-1 ag = PPARgamma-driven SRC-1 recruitment agonism | AID 631 | PPARgamma-SRC-1 coactivator recruitment biochemical assay | activation, % at 8 µM | 200,000 tested, 0.41% active | P37231; in the data active means activation above about 19%;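 further: 0% = DMSO and 100% = reference agonist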
SRC2 TRFRET art = TR-FRET artefact, counter-screen to PPARgamma/SRC-2 agonist assay. TR-FRET ratio at 8 µM. AID 1049. active compounds read high. 200,000 tested, 0.4% active; in the data active means TR-FRET ratio above about 2000; further: inactives centre near 1500
STAT3 activator = activators of IL-6 induced STAT3 signaling; U3A cells, IL-6 STAT3-luciferase reporter, luminescence; 100% = signal with IL-6 EC80 alone; activation (% of control), % at 5.6 µM; 190,000 tested, 0.91% active; AID 871;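 active means activation above the screen-wide mean of compound activation plus 3 SD, cut at about 130% in these data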;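 further: 0% = background luminescence of wells with medium and substrate only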
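Material: STAT3-luciferase reporter U3A cells. Controls: IL-6-treated wells, 100% activation. Read-out: % activation versus median of IL-6-stimulated wells. Probe or stimulus: IL-6 stimulus at 33 ng/mL final. Timing: compound 1 h, then IL-6 6 h at 37 °C. Signal: reporter luminescence signal.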
RAM inhibit = yeast RAM network inhibition. S. cerevisiae dse1pr::URA3 reporter, 5-FOA growth OD615, 2 d; analog-sensitive cbk1-as2 kinase mutant strain. inhibition, % at 50 µM. 190,000 tested, 1.8% active. AID 868;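 active means inhibition above a set limit, 3 SD over mean compound inhibition, cut at about 8.4% in these data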;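 further: 0% = DMSO-only wells with no growth and 100% = 10 µM 1-NA-PP1 full growth; inhibition rescues growth on 5-FOA so higher OD means more RAM inhibition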
PPARg SRC3 recr = agonists of human PPARgamma SRC-3 coactivator recruitment; biochemical PPARgamma/SRC-3 coactivator recruitment assay; activation, % at 8 µM; 200,000 tested, 0.26% active; in the data active means activation above about 23%;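 further: 0% = DMSO and 100% = reference agonist; some compounds past the cut are filed as inactive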
S1P3 antag = blocks the human S1P3 receptor; CHO S1P3 NFAT-BLA reporter, FRET fluorescence, antagonist mode; inhibition, % at 4.98 µM; 170,000 tested, 0.27% active; AID 485;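 active means inhibition above the plate cutoff, the mean inhibition of test wells on that plate plus 3 SD, cut at about 28% in these data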;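 further: cells challenged with S1P at its EC80 of 0.8 µM; blue over green emission ratio from cleaved BLA substrate after 4 h stimulation; 0% = S1P-stimulated wells and 100% = unstimulated DMSO-only wells; some compounds past the cut are filed as inactive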
Numbers without * were called inactive; . = not tested or not shown.

SMILES | STAT3 inh | STAT1 blocker | ROMK mod | PPARg SRC-2 ag | TLR4 MyD88 comp | PPARg SRC-1 ag | SRC2 TRFRET art | STAT3 activator | RAM inhibit | PPARg SRC3 recr | S1P3 antag
Cc1ccc(NC(=S)N2CCN(C3CCCCC3)CC2)cc1 | 5 | -6 | . | -4 | -8 | -1 | 1499 | 100 | 0.9 | -7 | .
O=C(O)c1ccc(COc2ccccc2/C=C2\NC(=O)N(Cc3ccccc3F)C2=O)cc1 | 7 | 3 | 0.24 | 5 | -10 | -3 | 1616 | 97 | 3.1 | 1 | -4
O=C(COC(=O)CNC(=O)C12CC3CC(CC(C3)C1)C2)NC1CCS(=O)(=O)C1 (stereo unspecified) | -1 | 3 | 0.47 | -1 | 7 | 12 | 1551 | 102 | 2.0 | 0 | -6
CCC(=O)CCC(=O)c1ccc2ccccc2c1 | 28 | -2 | -0.36 | 1 | -5 | -3 | 1496 | 79 | 0.0 | -2 | -15
COc1cccc(C2/C(=C(/O)c3cnn(-c4ccccc4)c3C)C(=O)C(=O)N2CCN(C)C)c1OC (stereo unspecified) | 9 | -1 | -1.2 | 5 | 4 | 2 | 1694 | 99 | -0.4 | 6 | .
Cc1ccccc1CN(CC(=O)Nc1cccc([N+](=O)[O-])c1)S(=O)(=O)c1ccc(Cl)cc1 | -2 | 3 | -0.98 | -2 | -4 | 5 | 1316 | 100 | 3.7 | 5 | 12
N#Cc1c(SCC(=O)O)nc(-c2ccccc2)c2c1CCCC2 | 6 | -3 | . | 11 | -3 | 17 | 1727 | 96 | 1.3 | 30* | .
CSc1ccccc1C(=O)NCCOc1ccccc1C | 3 | -4 | -0.21 | -5 | -4 | 3 | 1321 | 99 | -0.2 | -3 | -19
CCN(CC)CCOC(=O)c1ccc(NC(=O)CNC(=O)C2CCCCC2)cc1 | -2 | 6 | . | 2 | -2 | 4 | 1697 | 104 | -0.2 | 1 | 0
CCCC(=O)NC(c1ccccc1Cl)c1c(O)ccc2ccccc12 (stereo unspecified) | -1 | 21 | -0.77 | 9 | -13 | 5 | 1463 | 99 | 4.8 | 3 | 0
O=C(OCc1ccc([N+](=O)[O-])cc1)C1CC(=O)N(c2ccccc2)C1 (stereo unspecified) | -3 | -10 | . | -4 | -9 | -3 | 1456 | 104 | 0.8 | 10 | .
CC(C)Cc1nnc(NC(=O)CSc2nc(O)c(-c3ccccc3)c(=O)[nH]2)s1 | 2 | -8 | 0.36 | 0 | -2 | 11 | 1623 | 99 | 5.3 | -3 | 0
COc1ccc(CN2CCNC(=O)C2CC(=O)NCc2cnn(C)c2)cc1OC (stereo unspecified) | 3 | -5 | 0.48 | -2 | -3 | 6 | 1652 | 108 | 1.1 | -1 | 7
O=C(CCCOc1ccccc1)N1CCN(c2ccccn2)CC1 | 5 | -26 | . | 4 | 24 | 2 | 1411 | 98 | 1.4 | -4 | -39
CCOC(=O)CC(NC(=O)c1ccccc1F)c1ccc(C)cc1 (stereo unspecified) | 0 | -5 | 0.81 | 1 | 0 | 2 | 1726 | 104 | 2.4 | 3 | -1
Cc1cc(N2CCCC2=O)cc(C)c1CN1C(=O)c2ccccc2C1=O | 26 | 8 | -0.98 | -1 | -5 | 0 | 1675 | 81 | 1.2 | -7 | 16
O=C(NCc1ccco1)c1cc(S(=O)(=O)N2CCOCC2)ccc1Cl | 1 | 7 | . | 0 | -8 | 4 | 1380 | 102 | 0.5 | 0 | 8
Cc1ccc(C2(c3noc(CN(C)CCCN4CCOCC4)n3)CCCC2)cc1 | -8 | -2 | 0.27 | -4 | -10 | 12 | 1464 | 108 | 1.0 | 0 | -16
Cc1ccc(CC(=O)N2CCN(C(=O)c3ccco3)CC2)cc1 | -1 | -4 | 0.37 | 2 | 6 | 3 | 1458 | 102 | -0.5 | -2 | -20
N#CCSc1nc2ccccc2c(=O)n1-c1ccccc1 | -8 | -3 | -2e-05 | 4 | 7 | -2 | 1407 | 108 | 0.3 | -7 | 12

4 entries picked at random from the list so far:
SMILES | STAT3 inh | STAT1 blocker | ROMK mod | PPARg SRC-2 ag | TLR4 MyD88 comp | PPARg SRC-1 ag | SRC2 TRFRET art | STAT3 activator | RAM inhibit | PPARg SRC3 recr | S1P3 antag
Cc1ccccc1CN(CC(=O)Nc1cccc([N+](=O)[O-])c1)S(=O)(=O)c1ccc(Cl)cc1 | -2 | 3 | -0.98 | -2 | -4 | 5 | 1316 | 100 | 3.7 | 5 | 12
CCN(CC)CCOC(=O)c1ccc(NC(=O)CNC(=O)C2CCCCC2)cc1 | -2 | 6 | . | 2 | -2 | 4 | 1697 | 104 | -0.2 | 1 | 0
O=C(OCc1ccc([N+](=O)[O-])cc1)C1CC(=O)N(c2ccccc2)C1 (stereo unspecified) | -3 | -10 | . | -4 | -9 | -3 | 1456 | 104 | 0.8 | 10 | .
Cc1cc(N2CCCC2=O)cc(C)c1CN1C(=O)c2ccccc2C1=O | 26 | 8 | -0.98 | -1 | -5 | 0 | 1675 | 81 | 1.2 | -7 | 16

(further entries)
SMILES | STAT3 inh | STAT1 blocker | ROMK mod | PPARg SRC-2 ag | TLR4 MyD88 comp | PPARg SRC-1 ag | SRC2 TRFRET art | STAT3 activator | RAM inhibit | PPARg SRC3 recr | S1P3 antag
CCN(CC)CCn1c(=N)n(CCO)c2ccccc21 | 0 | -11 | . | 0 | 3 | -2 | 1374 | 104 | -0.3 | -3 | 30
Cc1ccc(-n2cc(-c3ccccc3)c3c(N4CCN(C)CC4)ncnc32)cc1 | 20 | 8 | -1.2 | 0 | -8 | 3 | 1740 | 89 | 0.4 | 1 | 0
COc1c(F)c(F)c(C(=O)Nc2cccc(Cl)c2N2CCOCC2)c(F)c1F | 3 | 4 | . | 5 | -3 | 7 | 1689 | 100 | 1.6 | 6 | -30
CCN1CCN(C(=O)c2ccc(-c3nc4ccccc4s3)s2)CC1 | 19 | -32 | -1.7 | 1 | -17 | 13 | 1598 | 88 | 2.1 | -2 | 0
CC(C)(C)[C@@H]1C=C(C(=O)N2CCN(Cc3ccc4c(c3)OCO4)CC2)O[C@H](OCc2ccc(CO)cc2)C1 | . | -2 | . | 16 | 6 | 5 | 1585 | . | 0.6 | 8 | -16
COc1ccc(-n2cc(CNCC3CCOCC3)c(-c3cccc(F)c3)n2)cc1 | 1 | -1 | 0.027 | 4 | -1 | 8 | 1701 | 101 | -0.4 | 7 | -8
COCCNC(=S)N1CCC(c2nc(-c3ccc(N(C)C)cc3)no2)CC1 | 11 | -6 | -1.2 | 3 | 1 | 5 | 1484 | 96 | 1.4 | 1 | -6
Cc1ccc(S(=O)(=O)n2ccc(OC(=O)c3cccs3)n2)cc1 | . | -4 | . | 1 | -2 | 4 | 1540 | . | 5.0 | 7 | 1
CCOC(=O)N1CCN(C(=O)c2cnn3c(C(F)(F)F)cc(-c4cccs4)nc23)CC1 | 6 | 18 | -0.13 | -7 | 4 | 3 | 1640 | 96 | 2.3 | 0 | 6
CN1CCN(C(=O)c2cnn(-c3ccccc3)c2NC(=O)c2cccs2)CC1 | 4 | -2 | . | 4 | 10 | 5 | 1490 | 102 | 0.9 | -1 | -8
Cc1nnc2ccc(N3CCOCC3)nn12 | -1 | 2 | 0.81 | -1 | 17 | -1 | 1407 | 106 | 2.6 | -6 | .
Cc1cc(C)c(S(=O)(=O)ON2C(=O)c3ccccc3C2=O)cc1C | -10 | -6 | . | -2 | -12 | -6 | 1393 | 113 | -1.6 | -8 | .
CCSc1nnc(NC(=O)c2nc3nc(C)cc(C)n3n2)s1 | 6 | 4 | 0.4 | 5 | -2 | 6 | 1648 | 99 | 0.9 | 0 | 6
NS(=O)(=O)c1ccc(CNC(=O)CC23CC4CC(CC(C4)C2)C3)cc1 | 0 | -2 | 0.0071 | -1 | -9 | 4 | 1612 | 100 | -0.7 | -4 | .
Nc1ccc2nc(SCc3ccc([N+](=O)[O-])cc3)sc2c1 | -2 | 6 | . | 6 | 2 | 7 | 1469 | 106 | 3.1 | 1 | .
CS(=O)(=O)Nc1ccc(C(=O)NCc2ccco2)cc1 | 4 | 0 | 1.2 | -2 | 13 | -3 | 1613 | 100 | 2.6 | 1 | -9
O=C(Cc1cccs1)N1CCN=C1SCc1ccccc1Cl | 7 | 0 | -2.7 | -2 | 1 | 2 | 1559 | 96 | -1.1 | 4 | 11
C=CCSc1nc2sc(-c3ccccc3)cc2c(=O)n1N | 25 | -2 | 0.13 | 3 | -8 | -3 | 1603 | 83 | 2.0 | 14 | .
Fc1ccc(Cn2cnc3ccccc32)cc1 | 15 | -2 | -0.012 | 6 | -5 | 5 | 1685 | 92 | 0.6 | 4 | .
CCCc1cc(=O)n2[nH]c(NCc3ccc(OC)c(OC)c3)nc2n1 | 12 | 2 | 0.33 | 2 | -20 | 1 | 1680 | 100 | 0.9 | 3 | -3
Cc1nc(CC(=O)Nc2nc(-c3ccccc3)cs2)cs1 | 24 | -22 | . | 6 | 2 | -1 | 1638 | 82 | 1.4 | 4 | -10
O=C(CCSCCc1ccccn1)Nc1nccs1 | 7 | -6 | . | -10 | -3 | 6 | 1520 | 101 | 0.9 | -7 | -1
N/C(=N\OCC(=O)Nc1ccccc1)c1nonc1N | 0 | -13 | -0.023 | -5 | 1 | -2 | 1350 | 103 | 2.6 | 0 | -4
COc1ccc(N2CCN(C(=O)c3ccc(C)cc3)CC2)c([N+](=O)[O-])c1 | -4 | -3 | 1 | 3 | -5 | -2 | 1512 | 104 | -0.7 | 3 | -4
CCOC(=O)c1ccc(N=c2sc(C(=O)OC)cc(=O)n2-c2ccc(C(=O)OCC)cc2)cc1 | -15 | -11 | -0.64 | 1 | 2 | -6 | 1518 | 113 | 5.9 | 2 | -1
CCOC(=O)N1CCN(C(=O)c2cc(OC)cc(OC)c2)CC1 | 4 | 10 | . | 5 | 12 | 0 | 1674 | 101 | 0.7 | 6 | .
O=C(CCN1CCN(CCO)CC1)Nc1ccc(Br)cc1 | 1 | -15 | -0.06 | -6 | -16 | -3 | 1542 | 104 | -0.6 | -10 | 4
CC(C)CC1(C(=O)NCCN2CCOCC2)C=CCN1C(=O)c1ccccc1 (stereo unspecified) | -4 | 1 | -0.22 | 15 | 1 | 4 | 1517 | 101 | -1.1 | 1 | -6
Cc1ccc(C)c2sc(N)nc12 | 15 | 5 | -0.73 | 5 | -8 | -1 | 1637 | 89 | -0.1 | 4 | -5
CN(C)CCCNCCCNC(=O)c1ccccn1 | 5 | -12 | . | 14 | -9 | 2 | 1581 | 100 | 3.0 | 17 | 18
O=C1c2cccc3cccc(c23)C(=O)N1c1nccs1 | 22 | -6 | 0.39 | -3 | 1 | -2 | 1563 | 82 | 1.2 | 7 | 14
CS(=O)(=O)N(CC(=O)Nc1c(F)cccc1F)c1cccc([N+](=O)[O-])c1 | 1 | -2 | . | -7 | 0 | -4 | 1496 | 99 | -0.1 | -1 | .
